Screening data (PubChem)
SUMO1 PPI mod = modulators of SUMO1 protein-protein interactions, primary screen, biochemical, uHTS. inhibition, % at 20 µM. SUMO1 binding to a labelled peptide, TR-FRET, 1 h. 0.33% of 360,000 active. Small ubiquitin-related modifier 1 (Homo sapiens), P63165; in the data active = inhibition above about 37%
Target sequence (P63165 whole entry, looked up): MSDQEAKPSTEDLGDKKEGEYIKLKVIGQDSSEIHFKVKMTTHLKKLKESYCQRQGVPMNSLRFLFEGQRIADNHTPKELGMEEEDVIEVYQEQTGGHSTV
PABP1 MLLE inh = inhibitors of PABP1 MLLE–PAM2 peptide binding, primary screen, biochemical, fluorescence polarization, FITC-PAM2, GST-MLLE | Polyadenylate-binding protein 1 (Homo sapiens), P11940 | inhibition, % at 20 µM | 0.36% of 360,000 active | AID 588489, 2011; in the data active = inhibition above about 35%, passing the limit was not always enough;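 also: plate controls were DMSO wells with GST-MLLE for no effect and wells lacking GST-MLLE protein for full effect; some results filed as inactive read as strong as hits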
Target sequence (P11940 whole entry, looked up): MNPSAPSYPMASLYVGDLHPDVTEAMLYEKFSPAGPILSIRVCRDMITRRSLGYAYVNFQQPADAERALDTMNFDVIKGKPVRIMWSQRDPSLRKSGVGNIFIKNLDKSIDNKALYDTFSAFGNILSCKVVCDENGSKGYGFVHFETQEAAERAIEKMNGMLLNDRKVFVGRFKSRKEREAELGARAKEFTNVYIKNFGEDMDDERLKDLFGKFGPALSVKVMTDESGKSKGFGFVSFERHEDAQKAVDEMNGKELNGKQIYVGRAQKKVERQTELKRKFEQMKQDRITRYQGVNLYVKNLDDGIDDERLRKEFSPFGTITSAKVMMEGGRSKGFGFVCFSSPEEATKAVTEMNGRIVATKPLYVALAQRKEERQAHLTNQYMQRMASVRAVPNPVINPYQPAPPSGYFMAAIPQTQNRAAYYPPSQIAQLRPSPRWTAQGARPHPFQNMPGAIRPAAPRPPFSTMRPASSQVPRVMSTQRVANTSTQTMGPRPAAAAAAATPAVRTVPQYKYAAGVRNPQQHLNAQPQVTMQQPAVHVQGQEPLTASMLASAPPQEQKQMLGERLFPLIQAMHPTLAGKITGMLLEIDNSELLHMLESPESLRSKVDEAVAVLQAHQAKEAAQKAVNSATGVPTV
Rpn11 block = Rpn11 (PSMD14) deubiquitinase inhibitors, primary screen, biochemical, fluorescence polarization, uHTS; 0.59% of 360,000 active; calls only at 20 µM; 26S proteasome non-ATPase regulatory subunit 14 (Homo sapiens), O00487; human 26S proteasome, Ub4-pepOG fluorescence polarization; 20S core pre-blocked with epoxomicin;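 active = inhibition at 20 µM, scaled to each plate's controls, above about 33%, limit read from the data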
NadD inh = inhibitors of S. aureus NadD, primary screen, biochemical, colorimetric, uHTS. 0.78% of 360,000 active. Nicotinate-nucleotide adenylyltransferase NadD (Staphylococcus aureus N315). purified NadD enzyme, colorimetric absorbance read-out. inhibition, % at 20 µM; in the data active = inhibition above about 26%; also: some compounds past the cut are filed as inactive
TbMetRS inhib = T. brucei MetRS inhibitors, primary screen, biochemical, luminescence; methionyl-tRNA synthetase (Trypanosoma brucei brucei); purified T. brucei MetRS, ATP depletion, Kinase-Glo luminescence; inhibition, % at 11.9 µM; 0.4% of 360,000 active; AID 624268, 2012;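 active = inhibition above a per-plate cutoff of the control wells' mean inhibition plus 3 SD, cut at about 5.5% in these data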;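 also: 0% = DMSO wells median and 100% = median of wells with control inhibitor compound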
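Assay system: T. brucei methionyl-tRNA synthetase, purified | Medium: HEPES buffer with MgCl2, KCl, DTT, spermine, BSA, pyrophosphatase | Compound: 11.9 µM single point | Incubation: 15 min enzyme-compound preincubation, 2 h reaction, 10 min detection, 25 °C | Measured by: Kinase-Glo luciferase luminescence reporting remaining unconsumed ATP | Measure: % inhibition normalized to control-well medians | Replication: Singlicate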
LMPTP block = LMPTP phosphatase inhibitors, primary screen, biochemical, fluorescence intensity, uHTS; AID 651560, 2012; 0.22% of 360,000 active; Low molecular weight phosphotyrosine protein phosphatase (Homo sapiens), P24666; inhibition, % at 20 µM; recombinant LMPTP-A, OMFP fluorogenic substrate;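 active = compounds that cut the enzyme signal by at least half of the control window in the single-dose screen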;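 also: plate controls were DMSO wells with enzyme plus substrate for no effect and substrate without enzyme for full effect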
Target sequence (P24666 whole entry, looked up): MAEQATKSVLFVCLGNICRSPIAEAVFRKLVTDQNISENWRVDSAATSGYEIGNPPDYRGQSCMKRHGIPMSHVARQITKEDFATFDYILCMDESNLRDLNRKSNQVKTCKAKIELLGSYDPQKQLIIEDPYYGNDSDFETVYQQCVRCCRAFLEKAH
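Buffer or medium: Bis-Tris pH 6.0, DTT, detergent; Assay system: LMPTP-A enzyme; Quantity: 0.625 nM enzyme; Detection: endpoint fluorescence intensity; Times: 50 min dark incubation at room temperature; Controls: substrate-only low control, DMSO enzyme-plus-substrate high control; Doses: single 20 µM dose; Read-out: percent inhibition versus substrate-only and uninhibited controls; Reagent: 400 µM OMFP.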
Scp-1 inhibitor = Scp-1 phosphatase inhibitors, primary screen, biochemical, colorimetric, uHTS; Carboxy-terminal domain RNA polymerase II polypeptide A small phosphatase 1 (Homo …; Recombinant Scp1, phosphopeptide, malachite green phosphate absorbance; inhibition, % at 20 µM; 0.88% of 340,000 active; AID 493091, 2011;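 active = inhibition above about 50% at 20 µM, limit read from the data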;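 also: plate controls were DMSO wells with enzyme for no effect and wells lacking enzyme for full effect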
Target sequence (Q9GZU7 76-261 limits assumed): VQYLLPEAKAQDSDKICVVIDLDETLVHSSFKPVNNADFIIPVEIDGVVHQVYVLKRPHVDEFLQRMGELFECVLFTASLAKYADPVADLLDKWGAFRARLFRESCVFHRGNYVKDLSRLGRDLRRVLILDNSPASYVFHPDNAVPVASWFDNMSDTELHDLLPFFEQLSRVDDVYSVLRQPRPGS
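System: SCP-1 catalytic domain; Reagent: Phospho 17-mer peptide substrate; Doses: one concentration, 20 µM, with 1.0% DMSO; Incubation: 45 min room-temperature reaction, 5 min colour, 30 min stabiliser; Signal: Phosphate-binding colour reagent, absorbance read at 630 nm.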
STEP inh = STEP phosphatase inhibitors, primary screen, biochemical, fluorescence intensity, uHTS | recombinant STEP, OMFP fluorogenic substrate | inhibition, % at 20 µM | 0.25% of 360,000 active | AID 588621, 2011;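 active = inhibition at 20 µM, scaled per plate between control wells, above about 37%, limit read from the data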;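 also: 0% = DMSO with enzyme and substrate and 100% = substrate only without enzyme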
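Assay system: isolated STEP enzyme. Buffer or medium: pH 6.0 Bis-Tris with DTT and Tween 20. Also added: fluorogenic phosphatase substrate OMFP at 25 µM final. Dosing: 20 µM, 1% DMSO. Timing: 20 min reaction, room temperature, in the dark. Measured by: fluorescence intensity, excitation 480 nm, emission 540 nm. Evaluation: normalized % inhibition.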
CSN deneddyl inh = inhibitors of CSN-mediated cullin deneddylation, primary screen, biochemical, fluorescence polarization, uHTS. 0.38% of 360,000 active. inhibition, % at 12.5 µM. Purified CSN, SCF-Nedd8-OG deneddylation. AID 651999, 2013. COP9 signalosome complex subunit 5 (Homo sapiens), Q92905;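 active = pattern-corrected inhibition above about 35%, with an unprinted fluorescence ratio check between 0.5 and 1.5, limit read from the data, passing the limit was not always enough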;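 also: 0% = enzyme with substrate and 100% = substrate without enzyme; some results filed as inactive read as strong as hits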
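Assay system: purified human Csn5 enzyme expressed in HEK293T cells; Input: 0.24 nM Csn5 enzyme, final concentration; Reagent: 10 nM SCFSkp2-Nedd8OG; Compound dosing: 12.5 µM single point; Times: reaction 90 min, room temperature; Technique: fluorescence polarization readout.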
DNMT1 inh = human DNMT1 methyltransferase inhibitors, primary screen, biochemical, molecular beacon, fluorescence, HinP1I cleavage, uHTS; inhibition (reported as % activation of signal), % at 10 µM; DNA (cytosine-5)-methyltransferase 1 (Homo sapiens), P26358; AID 588458, 2011; 0.83% of 360,000 active; in the data active = inhibition above about 50%
* hit, by the source's call. Outcome played no part in choosing rows; about 3.6% have a hit in one of these screens.

Sample of the layout:
Screening OCCN1CCN(c2ncnc3c2ncn3[C@H]2CN(Cc3cccc(C(F)(F)F)c3)C[C@@H](CO)O2)CC1 returned SUMO1 PPI mod 3, PABP1 MLLE inh 15, Rpn11 block inactive, NadD inh -3, TbMetRS inhib -0.2, LMPTP block -0.6, STEP inh -3, CSN deneddyl inh 0 and DNMT1 inh 4.
`Nc1ncccc1OCc1ccc(Br)cc1` gave SUMO1 PPI mod -4, PABP1 MLLE inh -11, Rpn11 block inactive, NadD inh -2, TbMetRS inhib 3.2, LMPTP block 10, Scp-1 inhibitor -2, STEP inh -1, CSN deneddyl inh 7 and DNMT1 inh 0.

All compounds of this part, from the start:
Screening OCCN1CCN(c2ncnc3c2ncn3[C@H]2CN(Cc3cccc(C(F)(F)F)c3)C[C@@H](CO)O2)CC1 returned SUMO1 PPI mod 3, PABP1 MLLE inh 15, Rpn11 block inactive, NadD inh -3, TbMetRS inhib -0.2, LMPTP block -0.6, STEP inh -3, CSN deneddyl inh 0 and DNMT1 inh 4.
`Nc1ncccc1OCc1ccc(Br)cc1` gave SUMO1 PPI mod -4, PABP1 MLLE inh -11, Rpn11 block inactive, NadD inh -2, TbMetRS inhib 3.2, LMPTP block 10, Scp-1 inhibitor -2, STEP inh -1, CSN deneddyl inh 7 and DNMT1 inh 0.
Screening COc1ccc(-c2nnc(SCC(=O)N3CCc4ccccc4C3)o2)cc1 returned SUMO1 PPI mod -4, PABP1 MLLE inh -93, Rpn11 block inactive, NadD inh -8, TbMetRS inhib -0.2, LMPTP block 1.4, Scp-1 inhibitor -8, STEP inh -1, CSN deneddyl inh -3 and DNMT1 inh -10.
Cc1ccc(-c2noc(CCC(=O)NC3CCCC3)n2)cc1 was read as SUMO1 PPI mod -4, PABP1 MLLE inh 1, Rpn11 block inactive, NadD inh 4, TbMetRS inhib -0.4, LMPTP block -0.7, Scp-1 inhibitor -2, STEP inh 0, CSN deneddyl inh 6 and DNMT1 inh -2.
Screening CCCCC(=O)NC(c1ccc(N(C)C)cc1)c1ccc2cccnc2c1O (stereo not drawn) returned SUMO1 PPI mod -11, PABP1 MLLE inh -4, Rpn11 block inactive, NadD inh 6, TbMetRS inhib -1.8, LMPTP block 2.7, Scp-1 inhibitor -7, STEP inh 5, CSN deneddyl inh -1 and DNMT1 inh -6.
Screening O=C(COc1ccc(S(=O)(=O)NC2CCCCC2)cc1)NCc1ccccn1 returned SUMO1 PPI mod 1, PABP1 MLLE inh -13, Rpn11 block inactive, NadD inh -5, TbMetRS inhib -0.8, LMPTP block -1.0, Scp-1 inhibitor 16, STEP inh -5, CSN deneddyl inh 1 and DNMT1 inh 9.
Screening Cc1ccnc(NC(=O)C2CCN(S(=O)(=O)c3ccc(Cl)c(C(F)(F)F)c3)CC2)c1 returned SUMO1 PPI mod 8, PABP1 MLLE inh 5, Rpn11 block inactive, NadD inh -1, TbMetRS inhib -0.5, LMPTP block 0.2, Scp-1 inhibitor 0, STEP inh 1, CSN deneddyl inh 4 and DNMT1 inh 1.
Screening CCOC(=O)c1cc(-c2ccc([N+](=O)[O-])cc2)nc2c1c(=O)[nH]c(=O)n2Cc1ccccc1 returned SUMO1 PPI mod 19, PABP1 MLLE inh 3, Rpn11 block inactive, NadD inh 15, TbMetRS inhib 0.3, LMPTP block 1.5, Scp-1 inhibitor -5, STEP inh 8, CSN deneddyl inh 2 and DNMT1 inh 86*.
For Cc1nn(C)cc1S(=O)(=O)N1CCN(Cc2cccc(Cl)c2)CC1 the results were SUMO1 PPI mod -1, PABP1 MLLE inh 6, Rpn11 block inactive, NadD inh -2, TbMetRS inhib 0.7, LMPTP block -0.1, Scp-1 inhibitor -8, STEP inh 6, CSN deneddyl inh 0 and DNMT1 inh -1.
`CC(NC(=S)Nc1ccccc1Cl)C(c1cccs1)N1CCCC1` (stereo not drawn) gave SUMO1 PPI mod 1, PABP1 MLLE inh 28, Rpn11 block inactive, NadD inh -9, TbMetRS inhib 0.4, LMPTP block -1.3, Scp-1 inhibitor -4, STEP inh -1, CSN deneddyl inh 2 and DNMT1 inh -2.
For COC(=O)CNC(=O)Cn1nc(C)c([N+](=O)[O-])c1C the results were SUMO1 PPI mod 1, PABP1 MLLE inh -8, Rpn11 block inactive, NadD inh -5, TbMetRS inhib 0.1, LMPTP block -1.2, Scp-1 inhibitor -5, STEP inh 4, CSN deneddyl inh -4 and DNMT1 inh 2.
For N#Cc1ccccc1Cn1c(=O)n(Cc2ccc(C(=O)NCc3ccco3)cc2)c(=O)c2sccc21 the results were SUMO1 PPI mod 5, PABP1 MLLE inh -6, Rpn11 block inactive, NadD inh 7, TbMetRS inhib -0.2, LMPTP block 5.4, Scp-1 inhibitor 15, STEP inh 0, CSN deneddyl inh -2 and DNMT1 inh -2.
COc1ccc(NC(=O)c2ccccc2Cl)cc1NC(=O)CN1CCOCC1 was read as SUMO1 PPI mod -1, PABP1 MLLE inh 14, Rpn11 block inactive, NadD inh 3, TbMetRS inhib -1.8, LMPTP block -2.6, Scp-1 inhibitor 4, STEP inh -3, CSN deneddyl inh -3 and DNMT1 inh 3.
`O=C(c1ccccc1F)N(Cc1ccccc1)Cc1ccccc1` gave SUMO1 PPI mod -2, PABP1 MLLE inh -6, Rpn11 block inactive, NadD inh -10, TbMetRS inhib -1.2, LMPTP block 1.8, Scp-1 inhibitor -6, STEP inh -2, CSN deneddyl inh 3 and DNMT1 inh 3.
For COc1cc(NC(=O)CCC(=O)c2cccs2)cc(OC)c1 the results were SUMO1 PPI mod 4, PABP1 MLLE inh 8, Rpn11 block inactive, NadD inh -11, TbMetRS inhib -0.3, LMPTP block 2.3, Scp-1 inhibitor 14, STEP inh 4, CSN deneddyl inh 2 and DNMT1 inh -4.
`CC(=O)Nc1ccc(NC(=O)CN(c2cccc(C)c2)S(C)(=O)=O)cc1` gave SUMO1 PPI mod 1, PABP1 MLLE inh -1, Rpn11 block inactive, NadD inh -2, TbMetRS inhib -0.5, LMPTP block -1.1, Scp-1 inhibitor -4, STEP inh 2, CSN deneddyl inh -3 and DNMT1 inh -4.
`CCC(=O)N1CCN=C1SCc1ccc(F)cc1` gave SUMO1 PPI mod 2, PABP1 MLLE inh 5, Rpn11 block inactive, NadD inh 7, TbMetRS inhib -0.8, LMPTP block -1.5, Scp-1 inhibitor 0, STEP inh -2, CSN deneddyl inh 2 and DNMT1 inh 1.
CN1CCN(C(=O)/C(=C/c2cn(S(=O)(=O)N(C)C)c3ccccc23)NC(=O)c2ccccc2Cl)CC1 was read as SUMO1 PPI mod -4, PABP1 MLLE inh 1, Rpn11 block inactive, NadD inh -4, TbMetRS inhib 0.1, LMPTP block -0.6, Scp-1 inhibitor 0, STEP inh 0, CSN deneddyl inh -4 and DNMT1 inh 3.
For CCOC(=O)N1CCN(S(=O)(=O)c2ccc(C(=O)Nc3nc4ccc(F)cc4s3)cc2)CC1 the results were SUMO1 PPI mod 0, PABP1 MLLE inh -3, Rpn11 block inactive, NadD inh 3, TbMetRS inhib -1.3, LMPTP block -0.6, Scp-1 inhibitor -5, STEP inh -1, CSN deneddyl inh 1 and DNMT1 inh -12.
Screening O=C(NCCc1ccc(Cl)cc1)C1CCN(S(=O)(=O)c2ccc(Br)s2)CC1 returned SUMO1 PPI mod 0, PABP1 MLLE inh -6, Rpn11 block inactive, NadD inh -16, TbMetRS inhib -0.4, LMPTP block 3.3, Scp-1 inhibitor -6, STEP inh -5, CSN deneddyl inh 7 and DNMT1 inh 0.
Screening CCN(CC)S(=O)(=O)c1ccc(Cl)c(C(=O)OC2CC(C)OC2=O)c1 (stereo not drawn) returned SUMO1 PPI mod 0, PABP1 MLLE inh 8, Rpn11 block inactive, NadD inh -2, TbMetRS inhib -0.7, LMPTP block 1.0, Scp-1 inhibitor -2, STEP inh 3, CSN deneddyl inh 1 and DNMT1 inh 4.
`Nc1ccc(CSc2ccc(Cl)cc2)c(Cl)c1` gave SUMO1 PPI mod 2, PABP1 MLLE inh 1, Rpn11 block inactive, NadD inh -4, TbMetRS inhib -0.3, LMPTP block 3.0, Scp-1 inhibitor 13, STEP inh 0, CSN deneddyl inh -2 and DNMT1 inh -4.
For CCOC(=O)N1CCN(C(=O)CCCOc2ccccc2)CC1 the results were SUMO1 PPI mod -3, PABP1 MLLE inh -8, Rpn11 block inactive, NadD inh -1, TbMetRS inhib -0.3, LMPTP block -0.1, Scp-1 inhibitor -3, STEP inh -4, CSN deneddyl inh -3 and DNMT1 inh 3.
For COc1ccc(C(=O)c2c[nH]c(C(=O)NCCCN3CCOCC3)c2)cc1 the results were SUMO1 PPI mod 0, PABP1 MLLE inh -1, Rpn11 block inactive, NadD inh -1, TbMetRS inhib 0.7, LMPTP block 0.0, Scp-1 inhibitor -6, STEP inh -1, CSN deneddyl inh -3 and DNMT1 inh 4.
For OCc1nc2ccccc2n1CC(O)Cn1ccc2ccccc21 (stereo not drawn) the results were SUMO1 PPI mod 2, PABP1 MLLE inh -17, Rpn11 block inactive, NadD inh -8, TbMetRS inhib -0.7, LMPTP block 0.5, Scp-1 inhibitor -2, STEP inh 1, CSN deneddyl inh 4 and DNMT1 inh -7.
Screening C=CCn1c(SCC(=O)N(CCOC)c2c(N)n(CC(C)C)c(=O)[nH]c2=O)nc2ccccc21 returned SUMO1 PPI mod 1, PABP1 MLLE inh -1, Rpn11 block inactive, NadD inh -1, TbMetRS inhib -0.4, LMPTP block 1.0, Scp-1 inhibitor -3, STEP inh -1, CSN deneddyl inh -8 and DNMT1 inh 2.
